sgs1 mgt1 – NCI yeast anticancer drug screen, S. cerevisiae sgs1 mgt1 strain | % growth inhibition at 50 µM | 78,000 compounds, 10% hits;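 further: 0% = growth of vehicle-only cultures of the same strain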
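Test agents were incubated with a DNA-repair-mutant yeast strain. Growth was then read and compared against vehicle-treated controls.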
yeast mec2-1 – NCI yeast anticancer drug screen, S. cerevisiae mec2-1 strain; growth inhibition, % at 50 µM; 79,000 compounds, 9% hits;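 further: 0% = growth of vehicle-only cultures of the same strain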
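Readout is yeast growth inhibition, normalised to vehicle-treated controls, in the mec2-1 strain exposed to compound.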
cln2 rad14 – NCI yeast anticancer drug screen, S. cerevisiae cln2 rad14 strain; % growth inhibition at 50 µM; 78,000 compounds, 8.3% hits; AID 165, 2004;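 further: 0% = growth of vehicle-only cultures of the same strain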
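Relative to vehicle controls, growth inhibition of compound-treated cln2 rad14 yeast was recorded.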
yeast bub3 – NCI yeast anticancer drug screen, S. cerevisiae bub3 mutant strain | % growth inhibition at 50 µM | 78,000 compounds, 9.9% hits | AID 167, 2004;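 further: 0% = growth of vehicle-only cultures of the same strain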
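In this screen, a yeast mutant lacking normal mitotic checkpoint function is challenged with compound. Relative growth versus vehicle gives the inhibition value.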
mlh1 rad18 – NCI yeast anticancer drug screen, S. cerevisiae mlh1 rad18 strain; growth inhibition, % at 50 µM; 79,000 compounds, 11% hits; AID 175, 2004;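 further: 0% = growth of vehicle-only cultures of the same strain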
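Read-out is yeast growth inhibition, calculated against vehicle-only controls. The compound was applied to a strain engineered with DNA damage repair alterations.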
rad50 – NCI yeast anticancer drug screen, S. cerevisiae rad50 strain. 79,000 compounds, 10% hits. growth inhibition, % at 50 µM. AID 155, 2004;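 further: 0% = growth of vehicle-only cultures of the same strain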
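Compounds were tested on a yeast strain with an engineered DNA damage repair alteration; the reported value is growth inhibition normalised to vehicle treatment.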
Active calls of the source: *; / = not tested or not shown; & = joins results of further samples. No stated cut-off is given here; in the data, active means growth inhibition above about 70%; inactive means the rest.

Every second line gives: sgs1 mgt1 | yeast mec2-1 | cln2 rad14 | yeast bub3 | mlh1 rad18 | rad50
CCCCCC(=O)OCCCCCO
    22 | 17 | 13 | 3 | -5 | 14
C=CCNC(=S)/N=C\c1c(C)[nH]n(-c2ccccc2)c1=O
    -25 | -27 | -18 | -18 | -6 | -24
Oc1ccc(N(Cc2ccccc2)Cc2ccccc2)cc1
    98* | 98* | 98* | 98* | 97* | 98*
CCN(CC)CCC(=O)c1ccc(Oc2ccc(C)cc2)cc1
    58 | 40 | 25 | 67 | 53 | 30
CCCCCCCCCCC(N)=O
    27 | 2 | 33 | 5 | 1 | -10
O=C(N1CCC(CCCc2ccccc2)CC1)C(Cl)(Cl)Cl
    58 | 32 | -5 | 37 | 47 | 7
CC(=O)Oc1ccc(C(=O)c2ccc(OC(C)=O)cc2)cc1
    6 | -17 | -22 | -4 | 22 | -8
O=C(n1[nH]c(=O)n(-c2ccc([N+](=O)[O-])cc2)c1=O)C(Cl)(Cl)Cl
    22 | -15 | 8 | 13 | -29 | 8
Cc1ccc(N=Nc2nc3nc(N)[nH]c(=O)c3[nH]2)cc1
    25 | 10 | 18 | 20 | 12 | 17
NS(=O)(=O)c1cc(Br)ccc1Br
    0 | 13 | 40 | 18 | -8 | 8

Among those listed so far, these contain an NH in an aromatic ring.
Every second line gives: sgs1 mgt1 | yeast mec2-1 | cln2 rad14 | yeast bub3 | mlh1 rad18 | rad50
C=CCNC(=S)/N=C\c1c(C)[nH]n(-c2ccccc2)c1=O
    -25 | -27 | -18 | -18 | -6 | -24
O=C(n1[nH]c(=O)n(-c2ccc([N+](=O)[O-])cc2)c1=O)C(Cl)(Cl)Cl
    22 | -15 | 8 | 13 | -29 | 8
Cc1ccc(N=Nc2nc3nc(N)[nH]c(=O)c3[nH]2)cc1
    25 | 10 | 18 | 20 | 12 | 17

The listing continues:
Every second line gives: sgs1 mgt1 | yeast mec2-1 | cln2 rad14 | yeast bub3 | mlh1 rad18 | rad50
O=C(O)c1ccc2ccc(F)cc2c1Cc1ccccc1
    13 | -10 | 8 | -1 | -16 | -4
COc1ccc2c(c1)[n+](=O)c(C(=O)C/C(=N/OCCCc1ccccc1)C(=O)NC13CC4CC(CC(C4)C1)C3)c(C)n2[O-]
    -19 | -3 | 17 | 4 | -5 | -1
CCOP(C)(=O)C(Cc1c[nH]c2ccccc12)C(=O)O (stereo not drawn)
    10 | -20 | 13 | -13 | -2 | -21
COC(=O)CC(C)(O)CCCC(C)C (stereo not drawn)
    17 | -5 | -18 | 4 | -14 | 11
c1ccc(N=NC(c2ccccc2)(c2ccccc2)c2ccccc2)cc1
    -22 | -27 | 5 | -14 | -4 | -20
NC(=S)NC/C=C/Cl
    16 | 3 | 15 | 3 | 15 | 18
c1cc2nnc1SCCSCCCSCCS2
    -25 | -7 | 8 | 18 | -22 | -37
O=C1c2ccccc2C(O)N1CCc1c[nH]c2ccccc12 (stereo not drawn)
    -12 | -24 | 8 | 1 | -11 | 12
NNC(=O)N/N=C1/C(=O)N(c2ccc(Cl)c(Cl)c2)C(=O)C(=O)C1c1nc2ccccc2o1 (stereo not drawn)
    50 | 26 | 31 | 14 | 54 | 50
O=c1nc2c(c(-c3cccc(Cl)c3)[nH]1)COC/C2=C\c1cccc(Cl)c1
    30 | 13 | 17 | 33 | 29 | 30
Cc1c2c(cc3c1CCC1(C)C3CCC1C(C)/C=C/C(C)C(C)C)CC(O)CC2 (stereo not drawn)
    3 | 12 | 0 | -3 | 20 | 7
Cc1ccc(/C=C2\CCCC(C(NO)c3ccc(C)cc3)C2=NO)cc1 (stereo not drawn)
    3 | -20 | 1 | -7 | -9 | -11
CCCN1CC(C(=O)OCC)C(=O)C1=O (stereo not drawn)
    12 | 6 | 17 | -4 | 37 | 5
Cc1cc(O)c(/C=N/C(=S)Nc2ccccc2)c(=O)o1
    -24 | -49 | -9 | -48 | -39 | -20
CSc1ccc(NC(=O)Nc2ccccc2F)cc1
    17 | 19 | -20 | 40 | -9 | -8
CCOc1ccc(Nc2nc(C)c(C(=O)CC(=O)C(=O)Nc3ccc(C(C)C)cc3C(C)C)s2)cc1
    5 | 10 | -15 | -20 | -38 | -31
CN1C(c2ccccc2)CC(=NOCc2ccccc2)CC1c1ccccc1 (stereo not drawn)
    89* | 84* | 87* | 84* | / | 78*
Cc1cc(C)c([N+](=O)[O-])c(N)n1
    -6 | -7 | -52 | 1 | -12 | 8
CC(/C=N/NC(N)=S)Cc1ccc(C(C)C)cc1 (stereo not drawn)
    / | 92* | / | / | 91* | 91*
CNC(=O)CCC(NC(=O)OC(C)(C)C)C(=O)NC(Cc1ccc([N+](=O)[O-])cc1)C(=O)NCC(=O)NC (stereo not drawn)
    9 | -2 | 38 | -2 | -9 | -6
CC(=O)c1cccc(NC(=O)Nc2ccccc2)c1
    27 | 10 | -18 | -3 | 16 | 14
O=CNc1ccc(C(F)(F)F)cc1
    6&-3 | -4&-7 | 15&-11 | 25&-9 | 11&5 | 16&-17
Oc1cc2c(cc1C(c1ccc(Cl)cc1)N1CCN(C(c3ccc(Cl)cc3)c3cc4c(cc3O)OCO4)CC1)OCO2 (stereo not drawn)
    15 | 3 | 18 | -4 | 44 | 23
N#CCc1csc(-c2ccccc2)n1
    6 | 17 | 15 | 2 | 27 | 27
COc1ccc(C#CC(O)C(F)(F)F)cc1 (stereo not drawn)
    -8 | -20 | -18 | -46 | -12 | -8
CCOC(=O)c1c(C)n2c3c(cccc13)CCC2
    3 | 17 | 62 | 9 | 13 | 23
COC1/C=C/OC2(C)Oc3c(C)c(O)c4c(c3C2=O)C(=O)c2cnc(nc2C4=O)/C(C)=C\C=C\C(C)C(O)C(C)C(O)C(C)C(OC(C)=O)C1C (stereo not drawn)
    42 | 55 | 56 | 49 | 51 | 54
CC(NNC(=S)N1CCCCCC1)c1cc2ccccc2cn1 (stereo not drawn)
    87* | 79* | 69 | 84* | 90* | 86*
NC(CCCNc1ccccc1)C(=O)O (stereo not drawn)
    -14 | -9 | -4 | -8 | -15 | -14
CC1CCC(C(C)C)N(C)CC1 (stereo not drawn)
    -6 | -23 | 4 | -8 | -2 | -17

In the list so far, these have fluorine:
Every second line gives: sgs1 mgt1 | yeast mec2-1 | cln2 rad14 | yeast bub3 | mlh1 rad18 | rad50
O=C(O)c1ccc2ccc(F)cc2c1Cc1ccccc1
    13 | -10 | 8 | -1 | -16 | -4
CSc1ccc(NC(=O)Nc2ccccc2F)cc1
    17 | 19 | -20 | 40 | -9 | -8
O=CNc1ccc(C(F)(F)F)cc1
    6&-3 | -4&-7 | 15&-11 | 25&-9 | 11&5 | 16&-17
COc1ccc(C#CC(O)C(F)(F)F)cc1 (stereo not drawn)
    -8 | -20 | -18 | -46 | -12 | -8

More records follow.
Every second line gives: sgs1 mgt1 | yeast mec2-1 | cln2 rad14 | yeast bub3 | mlh1 rad18 | rad50
CCN(CC)CCC(=O)Nc1ccc2sc3ccccc3c(=O)c2n1
    32 | -14 | 21 | 14 | 26 | 70
CC(C)(C)OC(=O)/N=N/C(=O)OC(C)(C)C
    -16 | 7 | -18 | -18 | -9 | -32
Cc1cccc(C(=O)C(C)C)n1
    -10 | -10 | 2 | -4 | 5 | -20
COc1ccc(N=Nc2ccc3oc(=O)c(C(=O)Nc4ccccc4C)cc3c2)cc1
    98* | 97* | 93* | 98* | 98* | 97*
CC(C)OC(=S)SCC(=O)c1ccc(-c2ccccc2)cc1
    21 | 18 | -2 | 31 | 9 | 2
NCCCOB(OCCCN)OCCCN
    -17 | -7 | -20 | -2 | -10 | 8
Cn1cnc([N+](=O)[O-])c1Sc1nc2ccc([N+](=O)[O-])cc2[nH]1
    -26 | -35 | 4 | -40 | -19 | -20
CCCCCCCCCCCCCCCCCC(=O)OC(Cc1ccccc1)C(=O)O (stereo not drawn)
    16 | 18 | 26 | 36 | 33 | 34
COc1cc2c(cc1OC)C(c1ccccc1CCCCl)=NCC2
    -25 | -4 | 11 | -28 | -45 | 6
C1CCCCCc2c(-c3noc4c3CCCCCCCCCC4)noc2CCCC1
    -1 | 18 | -43 | 5 | 40 | -4
Cc1cc2nc(CC(=O)c3cccnc3)c(=O)[nH]c2cc1C
    12 | 3 | 18 | -8 | 16 | 1
CC(C)NCC(=O)N(CCc1ccccc1)Cc1cccc2c1OCO2
    -10 | 5 | 6 | -2 | -33 | -13
O/N=C(/C(Cl)=C(Cl)Cl)C(Cl)Cl
    11 | 13 | -3 | 35 | 43 | 16
Clc1ccc(SCc2csc(-c3ccc(Cl)cc3)n2)cc1
    -19 | -42 | -28 | -7 | -30 | -28
CC1OC(OC(=O)c2ccc([N+](=O)[O-])cc2)CC(OC(=O)c2ccc([N+](=O)[O-])cc2)C1OC(=O)c1ccc([N+](=O)[O-])cc1 (stereo not drawn)
    -10 | 5 | 25 | 2 | -25 | 18
CCc1nc(CC(N)=O)cs1
    -12 | -15 | -31 | -2 | -12 | -22
COc1ccc(C(=O)/C=c2/c(CC(=O)c3ccc(OC)cc3)nc3nnc(N)n23)cc1
    -6 | -4 | 22 | 1 | 9 | 16
C=CCOC(=O)CC(=O)OCC=C
    0 | 2 | -4 | 3 | -6 | 1
NNC(=O)/C=C/c1ccncc1
    5 | -4 | -6 | -3 | 0 | 9
c1ccc(-c2c[s+]cc(-c3ccccc3)c2)cc1
    99* | 99* | 98* | 78* | 99* | 99*
O=C(Cc1cccnc1)c1cccnc1
    -8 | -19 | -12 | -15 | -8 | -52
CSCc1nc2c([nH]1)c(=O)n(C)c(=O)n2C
    -7 | 0 | -3 | -2 | 10 | 22
O=C1c2ccccc2-n2c1nc1ccc([N+](=O)[O-])cc1c2=O
    -5 | -12 | -37 | -9 | -6 | -2
CC(C)(C)NNC(=O)/C(=C/c1ccc(Oc2ccc(Cl)c(Cl)c2)cc1)NC(=O)c1ccccc1
    2 | 1 | -4 | -2 | 16 | 7
Cc1ccc(C(=O)NC2c3ccccc3Oc3ccccc32)cc1
    5 | -8 | -12 | 7 | -5 | 0
CC(=O)CC(=O)OC(C)(C)C#CC(C)(C)OC(=O)CC(C)=O
    1 | -30 | 4 | -17 | 2 | -8
O=C(CCCN1CCN2Cc3[nH]c4ccccc4c3CC2C1)c1ccc(F)cc1 (stereo not drawn)
    67 | 99* | 96* | 92* | 99* | 99*
CCCCCCCCOCC1S(=O)(=O)OCCOS1(=O)=O
    -51 | -18 | -54 | -24 | -2 | -48
Cc1ccc(N2CC(=O)N3CCCC(c4ccccc4)N3C(=O)C2)cc1 (stereo not drawn)
    6 | 2 | 25 | 24 | 9 | 30
COC(=O)c1c(C(=O)c2ccccc2)nn2c(-c3ccccc3)c(-c3ccccc3)c(-c3ccccc3)c(-c3ccccc3)c12
    -24 | -2 | 7 | -1 | 0 | 10

Reprinted at random: five compounds from above, in no set order.
Every second line gives: sgs1 mgt1 | yeast mec2-1 | cln2 rad14 | yeast bub3 | mlh1 rad18 | rad50
CCCCCCCCOCC1S(=O)(=O)OCCOS1(=O)=O
    -51 | -18 | -54 | -24 | -2 | -48
CC(C)(C)NNC(=O)/C(=C/c1ccc(Oc2ccc(Cl)c(Cl)c2)cc1)NC(=O)c1ccccc1
    2 | 1 | -4 | -2 | 16 | 7
O=C(CCCN1CCN2Cc3[nH]c4ccccc4c3CC2C1)c1ccc(F)cc1 (stereo not drawn)
    67 | 99* | 96* | 92* | 99* | 99*
Cc1ccc(C(=O)NC2c3ccccc3Oc3ccccc32)cc1
    5 | -8 | -12 | 7 | -5 | 0
O=C(Cc1cccnc1)c1cccnc1
    -8 | -19 | -12 | -15 | -8 | -52

(continued)
Every second line gives: sgs1 mgt1 | yeast mec2-1 | cln2 rad14 | yeast bub3 | mlh1 rad18 | rad50
COC1=CC(=O)C2=C(C1=O)C1(C)CCCC(C)(COC(C)=O)C1CC2 (stereo not drawn)
    -12 | -6 | -2 | 16 | -4 | -8
NC(N)=NCCCCC(=O)Nc1ccc(S(N)(=O)=O)cc1
    -13 | -1 | -6 | -4 | -19 | 6
O=S(=O)(O/C(=C(\OS(=O)(=O)C(F)(F)F)c1ccccc1)c1ccccc1)C(F)(F)F
    -21 | -20 | -5 | -3 | 10 | 7
COc1c2cc3c(cc2nc2occc12)OCO3
    -9 | -5 | 3 | -11 | 6 | 1
O=C1CCC(C(=O)O)C1 (stereo not drawn)
    -1 | 0 | -1 | -5 | 5 | 6
CCc1ccccc1NC(=O)N1CCOCC1
    -2 | -28 | 3 | -4 | -7 | -8

Part of the list above, as a markdown table.
| Structure | sgs1 mgt1 | yeast mec2-1 | cln2 rad14 | yeast bub3 | mlh1 rad18 | rad50 |
| --- | --- | --- | --- | --- | --- | --- |
| O=C1CCC(C(=O)O)C1 (stereo not drawn) | -1 | 0 | -1 | -5 | 5 | 6 |
| CCc1ccccc1NC(=O)N1CCOCC1 | -2 | -28 | 3 | -4 | -7 | -8 |

Source: PubChem
